SENP8 block: blocks human SENP8 cleavage of Nedd8 substrate. recombinant SENP8, Nedd8 substrate fluorescence. Q96LD8. AID 602440. hit rate 0.64% among 360,000. inhibition, % at 20 µM; in the data active = inhibition mostly above about 40%, no sharp cut-off; inactive = mostly below about 27%
Target sequence (Q96LD8 whole entry, looked up): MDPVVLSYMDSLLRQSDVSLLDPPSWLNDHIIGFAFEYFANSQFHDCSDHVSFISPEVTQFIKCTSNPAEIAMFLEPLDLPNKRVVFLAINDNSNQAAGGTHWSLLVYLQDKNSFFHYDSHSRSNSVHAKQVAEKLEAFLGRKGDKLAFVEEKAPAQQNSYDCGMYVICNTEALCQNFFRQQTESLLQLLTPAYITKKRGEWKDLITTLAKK
SENP1 inh: SENP1 (human) catalytic domain inhibition | Q9P0U3 | recombinant SENP1 catalytic domain, CyPet-SUMO1-YPet FRET cleavage | inhibition, % at 10 µM | hit rate 0.21% among 360,000;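 active = inhibition at least 30% at 10 µM, raw YFP signal under a set limit, fluorescence ratio 0.5 to 1.5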;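 note: 0% = enzyme with DMSO and 100% = no enzyme wells; some results filed as inactive read as strong as hits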
Target sequence (Q9P0U3 419-644 limits assumed): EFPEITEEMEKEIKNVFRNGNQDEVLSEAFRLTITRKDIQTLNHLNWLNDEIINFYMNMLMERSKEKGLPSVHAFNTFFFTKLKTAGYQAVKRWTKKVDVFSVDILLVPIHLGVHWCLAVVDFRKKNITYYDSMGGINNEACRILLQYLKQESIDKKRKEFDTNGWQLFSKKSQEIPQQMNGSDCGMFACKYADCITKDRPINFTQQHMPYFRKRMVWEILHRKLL
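material = recombinant human SENP1 catalytic domain, His6-tagged | quantity = 20 pM enzyme | reagent = 25 nM SUMO1 FRET substrate | compound dosing = 10 µM single point, 0.5% DMSO | timing = 50 min enzyme reaction, room temperature, light-protected | detection = FRET, CFP and YFP emission | control set = no-enzyme low, enzyme-DMSO high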
hIAP activ: increases human intestinal alkaline phosphatase activity; P09923; purified human IAP, CDP-Star luminescence, 30 min; stronger effect = higher value; 1 = vehicle-only enzyme, 0 = enzyme-free background; activation factor at 10 µM; hit rate 0.16% among 330,000;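 active = activation factor of the enzyme at least 2-fold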; note: the source names both 10 and 20 µM as test concentration; values of inactives mirror those of a sister screen read the other way
Target sequence (P09923 whole entry, looked up): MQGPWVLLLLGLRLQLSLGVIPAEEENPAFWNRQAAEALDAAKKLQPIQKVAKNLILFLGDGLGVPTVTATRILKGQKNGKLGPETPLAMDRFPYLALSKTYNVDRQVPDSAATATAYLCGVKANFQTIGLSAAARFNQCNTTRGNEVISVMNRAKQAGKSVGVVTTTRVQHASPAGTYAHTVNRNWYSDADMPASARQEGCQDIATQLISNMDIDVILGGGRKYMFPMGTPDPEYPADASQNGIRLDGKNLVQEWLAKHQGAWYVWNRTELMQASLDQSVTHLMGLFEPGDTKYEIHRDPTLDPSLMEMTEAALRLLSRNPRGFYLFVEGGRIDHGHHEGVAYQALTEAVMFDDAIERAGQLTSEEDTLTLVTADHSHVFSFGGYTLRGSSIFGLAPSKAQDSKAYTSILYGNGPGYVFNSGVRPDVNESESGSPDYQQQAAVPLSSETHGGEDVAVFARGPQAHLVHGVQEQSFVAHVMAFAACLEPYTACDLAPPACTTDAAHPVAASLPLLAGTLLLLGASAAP
SENP6 inh: SENP6 protease inhibition; hit rate 1.8% among 330,000; Q9GZR1; inhibition, % at 10 µM; Recombinant SENP6 catalytic domain, aminoluciferin luminescence; AID 2599;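 active = inhibition above about 50% at the single tested dose, limit read from the data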;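 note: plate controls were DMSO wells with enzyme for no effect and DMSO wells lacking enzyme for full effect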
ATG4B inh: inhibitors of human ATG4B cysteine protease. ATG4B cleavage of LC3-PLA2, NBD-HPC fluorescence, 1 h. inhibition, % at 8.33 µM. hit rate 0.51% among 340,000. AID 504462; in the data active = inhibition above about 40%
GRIN3A LBD mod: modulators (binders) of human NR3A ligand-binding domain; NR3A LBD differential scanning fluorimetry, Tm shift; 0% = protein alone, 100% = glycine-bound protein; Tm shift relative to glycine control, % at 25 µM; hit rate 2.5% among 340,000;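 active = melting temperature shift of at least 10% of the positive control shift, at one fixed dose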
MPTP inh: blocks calcium-induced mitochondrial swelling; isolated mouse mitochondria, Ca2+ swelling absorbance, 30 min; inhibition, % at 10 µM; hit rate 1.4% among 360,000;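 active = inhibition of 50% or more, scaled per plate between neutral and stimulator controls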;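 note: 0% = DMSO wells given calcium and 100% = 1 mM EGTA wells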
PfG6PD inh: PfG6PD (Plasmodium falciparum) enzyme inhibition. hit rate 0.78% among 350,000. inhibition, % at 20 µM. PfGluPho enzyme, NADPH resazurin-diaphorase fluorescence. AID 504690;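 active = inhibition reaching at least a set limit at 20 µM in the primary screen, cut at about 59% in these data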;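 note: 0% = DMSO wells with substrate and 100% = DMSO wells lacking glucose-6-phosphate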
Numbers without * were called inactive; · = not tested or not shown. Rows were taken by chance; about 6.7% have a hit in one of these screens.

Sample of the layout, 3 compounds:
SMILES	SENP8 block	SENP1 inh	hIAP activ	SENP6 inh	ATG4B inh	GRIN3A LBD mod	MPTP inh	PfG6PD inh
COc1ccccc1N1CCN(C(=O)CN2C(=O)c3ccccc3S2(=O)=O)CC1	9	3	1	-17	-7	2	2.0	0
CCC1(C)NC(=O)N(/N=C/c2ccc(C)s2)C1=O (configuration not stated)	16	0	1.1	7	-3	1	1.7	7
O=C(CNC(=O)c1ccco1)NNC(=O)c1ccc(Br)cc1	9	1	0.81	0	-3	1	-2.9	-4

The list itself, repeating the preview:
SMILES	SENP8 block	SENP1 inh	hIAP activ	SENP6 inh	ATG4B inh	GRIN3A LBD mod	MPTP inh	PfG6PD inh
COc1ccccc1N1CCN(C(=O)CN2C(=O)c3ccccc3S2(=O)=O)CC1	9	3	1	-17	-7	2	2.0	0
CCC1(C)NC(=O)N(/N=C/c2ccc(C)s2)C1=O (configuration not stated)	16	0	1.1	7	-3	1	1.7	7
O=C(CNC(=O)c1ccco1)NNC(=O)c1ccc(Br)cc1	9	1	0.81	0	-3	1	-2.9	-4
CCCCOC(=O)CCNc1n[nH]c(=O)[nH]c1=O	14	-1	1	-10	-4	-3	-0.3	-2
O=C(NCc1ccc(OC(F)(F)F)cc1)C1CC(c2ccccc2C(F)(F)F)=NO1 (configuration not stated)	19	2	0.93	4	15	-34	-1.0	23
CCc1c(C)c(C#N)c2nc3ccccc3n2c1NC	-251	-88	1	5	-2	1	0.8	-58
O=C(NCCc1ccc(Cl)cc1)C1CCC(=O)N1Cc1ccccc1Cl (configuration not stated)	5	0	1	-10	1	-1	-0.3	-8
O=C(CN1C(=O)c2ccccc2C1=O)OCCOCCN=C1NS(=O)(=O)c2ccccc21	15	2	1.1	5	1	-4	-1.3	-1
CC(C)(C)S(=O)(=O)/C(C#N)=N/Nc1ccc(Cl)cc1	23	3	1.1	11	1	-7	92*	-10
COc1cccc(C2NC(c3cccc(OC)c3O)C(C)C(=O)C2C)c1O (configuration not stated)	17	0	0.91	0	2	1	-0.7	-24

Exported as labelled records: entries from further up
> CCC1(C)NC(=O)N(/N=C/c2ccc(C)s2)C1=O (configuration not stated)
  SENP8 block = 16
  SENP1 inh = 0
  hIAP activ = 1.1
  SENP6 inh = 7
  ATG4B inh = -3
  GRIN3A LBD mod = 1
  MPTP inh = 1.7
  PfG6PD inh = 7

> O=C(CNC(=O)c1ccco1)NNC(=O)c1ccc(Br)cc1
  SENP8 block = 9
  SENP1 inh = 1
  hIAP activ = 0.81
  SENP6 inh = 0
  ATG4B inh = -3
  GRIN3A LBD mod = 1
  MPTP inh = -2.9
  PfG6PD inh = -4

Compound profiles, as listed above.
COc1cccc(C2NC(c3cccc(OC)c3O)C(C)C(=O)C2C)c1O (configuration not stated) reads SENP8 block = 17; SENP1 inh = 0; hIAP activ = 0.91; SENP6 inh = 0; ATG4B inh = 2; GRIN3A LBD mod = 1; MPTP inh = -0.7; PfG6PD inh = -24
O=C(CNC(=O)c1ccco1)NNC(=O)c1ccc(Br)cc1 reads SENP8 block = 9; SENP1 inh = 1; hIAP activ = 0.81; SENP6 inh = 0; ATG4B inh = -3; GRIN3A LBD mod = 1; MPTP inh = -2.9; PfG6PD inh = -4
COc1ccccc1N1CCN(C(=O)CN2C(=O)c3ccccc3S2(=O)=O)CC1 reads SENP8 block = 9; SENP1 inh = 3; hIAP activ = 1; SENP6 inh = -17; ATG4B inh = -7; GRIN3A LBD mod = 2; MPTP inh = 2.0; PfG6PD inh = 0

(more compounds)
SMILES	SENP8 block	SENP1 inh	hIAP activ	SENP6 inh	ATG4B inh	GRIN3A LBD mod	MPTP inh	PfG6PD inh
CN(/N=C/C=C/c1ccccc1)c1cc(=O)n(C)c(=O)[nH]1	15	-35	1	-11	-3	-2	-0.3	0
Cn1c(SCC(=O)Nc2nccs2)nnc1-c1cccnc1	8	-2	0.79	-16	5	-2	-0.9	2
COc1ccccc1C#CC1=CC(=O)C[C@H](c2ccc(F)cc2)C1	-68	-3	·	·	·	·	-0.5	12
COc1cc(/C=N/OCC(=O)NC23CC4CC(CC(C4)C2)C3)ccc1OCc1ccccc1	18	-1	0.95	5	3	0	3.0	8
O=C(Nn1c(SCc2ccc(F)cc2)nc2ccsc2c1=O)c1ccccc1	14	0	1	-17	15	-9	0.3	-59
COc1ccc(C(=O)OCC(=O)NCCCc2ccccc2)c(OC)c1	19	1	0.97	-2	-8	2	1.5	-12
O=S(=O)(c1ccccc1)c1nc(-c2cccc(Cl)c2)oc1N1CCOCC1	-62	2	1.1	-16	1	3	0.0	-16
CC(C)C(=O)Nc1ccc(NC(=O)c2ccco2)cn1	17	-5	1	7	-4	-1	3.4	-2
COc1cc(/C=C(\C#N)C(=O)NC(C)C)cc(Cl)c1O	-18	-44	1.1	-3	-5	-1	-0.1	14
Cc1cccc(NC(=O)CSCC(=O)Nc2ccccc2N2CCCCC2)c1	2	-1	0.8	9	10	-12	-1.5	6
CCCCNC(=O)CCn1c(=O)c2ccccc2n(CC(=O)Nc2ccccc2OCC)c1=O	12	1	0.94	-4	6	0	-0.8	-9
COc1ccc2oc(=O)c(C(=O)N3CCN(c4ccc(F)cc4)CC3)cc2c1	-52	1	1	-20	3	-2	-0.1	-9
c1ccc(CCCN2CCN(c3ccccc3)CC2)cc1	10	1	1.4	-6	-14	2	0.1	4
CCN(CC)c1ccc(C(=O)OCC(=O)Nc2ccccc2-c2ccccc2)cc1	-9	-1	0.95	-8	40	2	36	9
COc1ccc(C2CC(c3ccc(Br)cc3)=NN2C(=O)CN2CCCC2)cc1 (configuration not stated)	10	-9	1	-11	-6	4	-0.6	9
CCOC(=O)c1cnn(-c2ccc(Cl)cc2)c1C1CCN(C(=O)OC(C)(C)C)CC1	12	1	0.91	-15	-9	0	0.2	18
CC(C)(CO)NCc1cc(Br)ccc1OCc1ccccc1	3	-3	1.1	-11	-2	-4	0.5	17
CC(=O)COc1ccc2c(C)c(-c3ccccc3)c(=O)oc2c1	-433	1	0.87	-7	-2	-2	-1.0	11
Cc1ccc(C)c(NC2=NCC(=O)N2c2ccc3c(c2)OCCO3)c1	18	-2	0.96	-6	-2	-2	1.4	-5
C/C(=N\NC(=S)NC(C)C)c1ccccc1	15	1	1.1	-8	-2	1	0.9	-9
O=C(COc1ccccc1Cl)NCCCN1CCOCC1	8	-1	0.99	-8	-14	3	-1.8	0
CCn1cc(C(=O)NCc2cccs2)c(=O)c2ccc(C)nc21	17	1	1.1	5	5	1	0.0	35
O=C(CN(Cc1ccco1)C(=O)c1ccc(Cl)cc1)Nc1c(Cl)cc(Cl)cc1Cl	23	2	0.83	4	-4	-3	2.7	-5
CC(C)[C@H]1COCCS(=O)(=O)N1Cc1ccccc1-c1ccc(C(C)(C)C)cc1	2	-1	·	·	37	-1	-2.2	26
CC(O)c1nc2ccccc2n1Cc1ccc([N+](=O)[O-])cc1 (configuration not stated)	13	1	0.95	3	-3	2	1.1	-3
CCn1c(-c2c[nH]c3ccccc23)n[nH]c1=S	5	0	0.93	-28	-6	-1	0.3	34
Cc1ccc(CNC(=O)CS(=O)Cc2nc(-c3ccccc3F)oc2C)cc1 (configuration not stated)	-8	-3	1.1	-5	1	-1	-1.7	0
CC(=O)NNC(=O)c1sc(=S)n2c1[nH]c(=O)c1sccc12	-9	-37	1.6	-24	6	-12	0.7	51
Cc1cccc(-c2noc(CN(C(=O)c3ccc(Br)o3)C(C)C)n2)c1	27	3	1.3	-17	8	1	-1.3	0
COc1ccccc1CNC(=O)C1CCCC1	6	-1	1.1	-15	0	1	-1.4	2

An excerpt from above, showing only MPTP inh, SENP8 block and SENP6 inh.
SMILES | MPTP inh | SENP8 block | SENP6 inh
CC(C)(C)S(=O)(=O)/C(C#N)=N/Nc1ccc(Cl)cc1 | 92* | 23 | 11
COc1cccc(C2NC(c3cccc(OC)c3O)C(C)C(=O)C2C)c1O (configuration not stated) | -0.7 | 17 | 0
CN(/N=C/C=C/c1ccccc1)c1cc(=O)n(C)c(=O)[nH]1 | -0.3 | 15 | -11
Cn1c(SCC(=O)Nc2nccs2)nnc1-c1cccnc1 | -0.9 | 8 | -16
COc1ccccc1C#CC1=CC(=O)C[C@H](c2ccc(F)cc2)C1 | -0.5 | -68 | ·
COc1cc(/C=N/OCC(=O)NC23CC4CC(CC(C4)C2)C3)ccc1OCc1ccccc1 | 3.0 | 18 | 5

(more compounds)
SMILES	SENP8 block	SENP1 inh	hIAP activ	SENP6 inh	ATG4B inh	GRIN3A LBD mod	MPTP inh	PfG6PD inh
COC(=O)[C@H](CCSC)NC(=O)NCCC1=CCCCC1	13	-1	0.86	4	-7	0	-1.1	4
CCOc1ccc(CN2CCN(CCCc3ccccc3)CC2CCO)cc1 (configuration not stated)	14	0	1.1	-8	1	-1	0.0	3
NC(=O)c1c(/N=C/c2cccnc2)sc2c1CCCC2	-13	-2	1.1	-7	5	11*	-1.4	21
CN(C)S(=O)(=O)c1cccc(CSCc2cccc(S(=O)(=O)N(C)C)c2)c1	12	1	1.2	-4	-4	-1	79*	3
O=[N+]([O-])c1cc(-c2nc(-c3ccncc3)no2)ccc1Cl	11	-3	1.1	-9	5	2	1.6	7
Cc1cccc(-n2nc(CC#N)c(C#N)c2N)c1	-6	-16	1.1	-4	3	-4	-0.2	6
Cc1csc(NC(=O)CSc2nc(C(C)C)nc3ccccc23)n1	8	3	0.87	0	-19	1	0.5	13
CCNC(=S)Nc1ccc2ncoc2c1	15	-1	1	9	-10	0	-0.2	23
NC1=NC(=O)/C(=C/c2ccccc2OCC(=O)Nc2ccc(F)cc2)S1	-180	-5	1.2	-16	0	0	-1.9	-10
O=C(COc1ccc(=O)n(-c2ccccc2)n1)Nc1ccccc1	-1	-1	1.1	-4	-4	3	1.5	-15
COc1ccc(C(=O)Nc2nc3cc(OC)c(OC)cc3c(=O)[nH]2)cc1	-33	1	1	-5	-4	4	4.1	-11
CC(=O)Nc1ccccc1NC(=O)C/C(C)=N/NC(=O)c1ccccn1	5	3	1.2	1	-18	3	1.4	7
O=C(NCc1ccccn1)c1cc(S(=O)(=O)N2CCCCC2)ccc1Cl	-1	0	0.87	-6	5	0	-0.1	2
Fc1cccc(F)c1-n1c(CN2CCOCC2)csc1=S	8	0	1	-5	3	0	-3.3	1
O=c1[nH]c2cccnc2n1-c1ccc([N+](=O)[O-])cc1	14	3	1.2	-21	6	0	1.6	-3
CC(C)N1C(=O)CCC1C(=O)N1CCC(Cc2ccccc2)CC1 (configuration not stated)	0	2	1.1	-1	-8	-1	-1.9	11
COc1ccc(C(=O)Nc2ccc(C(=O)NCCc3ccccc3)cc2)cc1	7	0	0.99	-17	-6	22*	0.4	17
CCOC(=O)c1c(C)[nH]c(C)c1C(=O)COc1ncnc2cc([N+](=O)[O-])ccc12	-35	-30	1.2	16	-12	-2	3.5	17
Clc1ccc(Oc2nc(Oc3ccc(Cl)cc3)nc(N3CCOCC3)n2)cc1	2	1	1	-9	-12	0	1.3	-2
CCCc1cc(=O)[nH]c(SCC(=O)Nc2ccc(Br)cc2Br)n1	6	2	1.1	-12	-5	-6	0.2	-11
COc1ccc2c(c1)OC(=O)CC2c1cc(OC)c(OC)c(OC)c1 (configuration not stated)	18	3	·	·	-6	0	-0.9	12
CCc1nnc(NC(=O)CSc2nnc(CNc3cccc(C)c3)n2-c2ccccc2)s1	8	2	0.93	-6	-15	-1	0.7	-19

Screening data as filed in PubChem BioAssay.
